Screening data deposited in PubChem by National Center for Advancing Translational Sciences (NCATS).
HCMV inh: human cytomegalovirus inhibition. HFF cells, HCMV-luciferase reporter, 72 h; stronger effect = lower value. activity change, negative = inhibition, % at 57.5 µM. hit rate 4.5% among 410,000. AID 1259415; in the data active = activity change below about -60%; inconclusive = no clear call, values can overlap the other calls; inactive = above about -39%
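Compounds were evaluated in HFFs infected with an HCMV luciferase reporter virus (MOI 1 PFU/cell). Luciferase in lysates collected 72 h post infection served as the replication measure.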
AmpC inh no detg: inhibitors of E. coli AmpC beta-lactamase without detergent. P00811. AmpC nitrocefin hydrolysis, absorbance 480 nm, 0.0001% Triton. Potency, µM (titrated, usually from 57.1 µM), inactives show at the top dose activity change, negative = inhibition, actives largely listed as inhibitors. hit rate 0.52% among 330,000. AID 485341;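 note: potency is the fitted concentration of half-maximal effect; plate controls were no compound for no effect and no enzyme for full effect; nearly all actives have a fitted effect of over 20% in size; some results filed as inactive show a strong effect at the top dose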
Target sequence (P00811 whole entry, looked up): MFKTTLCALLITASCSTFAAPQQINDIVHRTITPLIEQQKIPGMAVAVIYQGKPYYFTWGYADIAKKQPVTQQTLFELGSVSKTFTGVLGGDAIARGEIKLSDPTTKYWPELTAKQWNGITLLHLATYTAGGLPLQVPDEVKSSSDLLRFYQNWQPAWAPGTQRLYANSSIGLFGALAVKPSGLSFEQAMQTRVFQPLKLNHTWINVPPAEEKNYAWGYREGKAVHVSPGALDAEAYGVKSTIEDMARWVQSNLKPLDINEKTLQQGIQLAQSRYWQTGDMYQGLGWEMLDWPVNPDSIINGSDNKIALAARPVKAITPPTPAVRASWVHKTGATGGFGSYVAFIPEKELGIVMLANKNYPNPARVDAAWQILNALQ
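20 mM phosphate pH 7.0 + 0.01% (detergent screen) or 0.0001% Triton X-100; 5.3 nM AmpC reagent; cpd preinc 15 min RT; nitrocefin (800 uM stock) to start; A480 q20 s × 4 min; Activity was normalised to no-enzyme and no-compound control wells.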
AMA1 RON2 block: disrupts binding of P. falciparum AMA1 to RON2; hit rate 0.2% among 360,000; AlphaScreen AMA1-biotinylated RON2 peptide binding; Potency, µM (doses to about 58.2 µM), inactives show top-dose activity change, negative = inhibition, usual class: inhibitors;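 note: potency is the fitted concentration of half-maximal effect; 0% = vehicle wells and -100% = peptide control; nearly all actives have a fitted effect of over 45% in size; some results filed as inactive show a strong effect at the top dose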
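AMA1 (3D7) with his tag at 25 nM final met compounds first, then biotinylated RON2 peptide at 25 nM; detection used donor plus acceptor beads, 10 µg/mL apiece, read by AlphaScreen after 30 min at room temperature.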
Sm TGR inh: S. mansoni TGR enzyme inhibition | Potency, µM (highest dose often 114 µM), for inactives: at the top dose activity change, negative = inhibition, most hits filed as inhibitors | AID 485364 | purified TGR, DTNB reduction, TNB absorbance 405 nm | hit rate 3% among 360,000; note: potency is the fitted concentration of half-maximal effect; nearly all actives have a fitted effect of over 60% in size
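First, TGR (20 nM dispensed) and NADPH were mixed with compound. Second, a 15 min room-temperature incubation followed. Third, further NADPH and then DTNB were added to start the reaction. Finally, TNB absorbance was monitored kinetically.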
TbPYK inhibitor: inhibitors of Trypanosoma brucei pyruvate kinase. Q57TT1. TbPYK enzyme, Kinase-Glo Plus ATP luminescence, 45 min. Potency, µM (series often up to 76.8 µM), inactives show at the top dose activity, negative = inhibition, most hits filed as inhibitors. hit rate 0.12% among 410,000. AID 624173; note: potency is the fitted concentration of half-maximal effect; nearly all actives have a fitted effect of over 50% in size
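Luminescent Kinase-Glo Plus end-point after 45 min room-temperature reaction of T. brucei pyruvate kinase started with 130 uM ADP (final). Buffer TEA 50 mM pH 7.2 with KCl, MgCl2, BSA, Tween-20; titration-based qHTS with fitted concentration-effect curves.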
LmPK inh: LmPK (Leishmania mexicana) enzyme inhibition; Potency, µM (doses to about 57.5 µM), for inactives: at the top dose activity change, negative = inhibition, usual class: inhibitors; hit rate 0.37% among 290,000; purified LmPK, Kinase-Glo ATP luminescence, 1 h; note: potency is the fitted concentration of half-maximal effect
Target sequence (Q27686 whole entry, looked up): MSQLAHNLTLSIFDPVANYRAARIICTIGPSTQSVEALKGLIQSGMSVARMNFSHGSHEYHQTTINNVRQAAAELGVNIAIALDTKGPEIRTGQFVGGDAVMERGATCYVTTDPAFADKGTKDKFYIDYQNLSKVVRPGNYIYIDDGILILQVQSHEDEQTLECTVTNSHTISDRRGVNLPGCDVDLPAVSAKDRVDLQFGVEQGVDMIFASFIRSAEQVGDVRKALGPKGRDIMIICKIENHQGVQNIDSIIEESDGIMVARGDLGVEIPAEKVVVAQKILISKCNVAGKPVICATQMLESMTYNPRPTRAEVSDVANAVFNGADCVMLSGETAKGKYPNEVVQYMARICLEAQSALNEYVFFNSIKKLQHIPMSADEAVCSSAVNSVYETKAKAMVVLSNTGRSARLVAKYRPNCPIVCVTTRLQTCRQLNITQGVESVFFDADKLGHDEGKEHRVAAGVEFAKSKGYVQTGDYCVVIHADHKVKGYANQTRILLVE
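Purified LmPK (0.1 nM) converted ADP (0.1 mM) to ATP with PEP (0.5 mM) in imidazole buffer pH 7.2 with KCl and MgCl2, 1 h at room temperature. ATP was read by Kinase-Glo luminescence; data normalized to uninhibited and no-enzyme controls.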
AmpC inh detg: AmpC beta-lactamase inhibition with detergent present. hit rate 0.041% among 370,000. Potency, µM (highest dose often 114 µM), without a hit: at the top dose activity change, negative = inhibition, usual class: inhibitors. AID 485294. P00811. AmpC hydrolysis of nitrocefin, absorbance 480 nm, 0.01% Triton;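 note: potency is the fitted concentration of half-maximal effect; 0% = no-compound wells and -100% = no-enzyme wells; nearly all actives have a fitted effect of over 25% in size; some results filed as inactive show a strong effect at the top dose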
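20 mM phosphate pH 7.0 + 0.01% (detergent screen) or 0.0001% Triton X-100; 5.3 nM AmpC reagent; cpd preinc 15 min RT; nitrocefin (800 uM stock) to start; A480 q20 s × 4 min; Activity was normalised to no-enzyme and no-compound control wells.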
The depositor's hits bear a star; ? = inconclusive; nt = not tested or not shown; & = joins results of further samples; ! = not confirmed by another sample; [ ] = dose if it differs, or a comment. Unless noted, calls come from the whole dose curve; as a rule, active = well fitted curve in the direction sought with a large enough effect; inconclusive = small, poorly fitted or top-dose-only effect, or another doubt; inactive = no such curve, though single readings can be large; an effect the other way counts as inactive or inconclusive. Unless noted, % is set by controls: 0 for no effect and ±100 for the full control effect.

SMILES	HCMV inh	AmpC inh no detg	AMA1 RON2 block	Sm TGR inh	TbPYK inhibitor	LmPK inh	AmpC inh detg
CCOc1cccc(-c2c(C(=O)N/N=C/c3ccc(C)o3)nnn2-c2nonc2N)c1	?	-53%	79%[activator]	-13%	0%	0%	-7%
CCCCCn1c(=O)[nH]c2cc(C(=O)O)ccc2c1=O	52	-1%	10%	2%	0%	-1%	1%
CC(=O)N1CC(=O)N(OCc2ccccc2)C1c1ccc(Cl)cc1Cl (stereo not given)	3	88%[activator]	-3%	-1%	0%	-5%	1%
O=C(NCCc1ccccc1)c1ccc(NC(=O)C2CCCC2)cc1	17	nt	4%	nt	0%	nt	nt
CC1(C(=O)Nc2ccc3c(c2)OCCO3)CCN1C(=O)Cc1cc(F)ccc1F (stereo not given)	20	nt	0%	nt	1%	nt	nt
Cc1cc(Cl)ccc1OC(C)C(=O)OCC(=O)Nc1ccc2[nH]c(=O)[nH]c2c1 (stereo not given)	?	-6%	-7%	-4%	-5%	nt	10%
COc1cccc(-c2nc(CS(=O)CC(=O)NCc3ccc(F)cc3)c(C)o2)c1 (stereo not given)	8	119%[activator]	7%	3%	2%	-4%	2%
CC1CCN(C(=O)COC(=O)c2ccc(Cl)nc2)CC1	-7	-25%	16%	nt	2%	nt	nt
CC(C)COP(=O)(c1ccc(N(C)C)cc1)C(Nc1ccccc1)c1cccnc1 (stereo not given)	-101*	192%[activator]	-15%	-2%	2%	8%	0%
CCc1nc(Nc2ccc(O)cc2)c2oc3ccccc3c2n1	32	-43%	-20%	-1%	-5%	-5%	1%
CN1CCN/C1=C(/C(Cl)=C(Cl)Cl)[N+](=O)[O-]	-9	2%	0%	1.1µM*	2%	0%	2%
CC(C)C1C(c2ccccc2)N(C)C(c2ccccc2)CC1(O)c1ccccc1 (stereo not given)	?	-20%	-3%	6%	9%	7%	-13%
CN1CCc2c(c3c(n2C)CCN(C)[C@H]3c2ccccc2F)[C@@H]1c1ccccc1F	nt	23%	nt	-34%	nt	-5%	-2%
O=C(COC(=O)Cc1ccc(F)cc1)NCCc1ccccc1	-30	-22%	-13%	-2%	0%	nt	0%
CCCCc1nnc(NC(=O)Cc2ccc(OC)c(S(=O)(=O)N3CCOCC3)c2)s1	-18	0%	26%	?	2%	nt	-2%
O=C(O)C1CSC2(c3ccc(Br)cc3)CCC(=O)N12 (stereo not given)	-30	-10%	-7%	-4%	-1%	12%	3%
Cc1ccc(C)c(N2CCN(CCCNC(=O)c3ccc4nc(N5CCC(C)CC5)sc4c3)CC2)c1	74	nt	nt	14%	-3%	nt	16%
O=C(C(=O)N1CCN(c2cccc(Cl)c2)CC1)N1CCCCC1	13	-2%[2.29 µM]	13%	2%	-12%	-4%	-4%
CN(CCc1ccccc1)C1CCCN(S(=O)(=O)N(C)C)C1 (stereo not given)	32	-1%	-2%	-18%	-6%	0%	-10%
O=c1[nH]c2cc(Cl)cc(Cl)c2[nH]c1=O	49	-19%	29%	0%	-9%	-1%	?
O=C(O)CCn1c(SCc2ccccc2)nc2ccccc21	28	-10%	2%	-8%	2%	-5%	-4%
O=C(NCCN1CCOCC1)/C(=C/c1ccccc1)NC(=O)c1ccccc1	-6	-17%	-2%	8%	2%	-1%	?
Cc1ccc(-n2c(SCC(=O)NCC3CCCO3)nc3ccccc3c2=O)cc1 (stereo not given)	-11	-11%	-3%	nt	-7%	nt	nt
O=C(NCc1ccc(F)cc1)c1cc(-c2ccncc2)nc2ccccc12	-6	122%[activator]	-2%	-8%	2%	10%	?
O=C(NCc1ccco1)C1CC(O)CN1C(=O)Nc1ccccc1 (stereo not given)	-15	-8%	4%	-3%	2%	3%	?
COc1ccc(N2CC(C(=O)Nc3ccccc3-c3nc(-c4ccc(C)cc4)no3)CC2=O)cc1 (stereo not given)	34	nt	nt	0%	4%	nt	-5%
CC1N(C)c2cc(NC(=O)c3cccs3)c(P(=O)(Nc3ccc([N+](=O)[O-])cc3)N3CCOCC3)cc2C1(C)C (stereo not given)	?	83%[activator]	-6%	9%	2%	3%	2%
CC(C)CC(=O)Nc1ccc(S(=O)(=O)N2CCCC2)cc1	-26	-14%	0%	0%	3%	-4%	-16%
CCCOc1ccccc1Cn1c(=O)oc2ccc(C)cc21	-17	-51%	16%	9%	1%	11%	-6%
CCN(c1ccccc1)S(=O)(=O)c1ccc(OC)c(NC(=O)Cn2cnc3c2c(=O)n(C)c(=O)n3C)c1	-31	142%[activator]	-14%	-1%	-18%	1%	3%
CCNc1nc(NCC)n2c(SCC(=O)O)nnc2n1	9	-19%	-9%	11%	2%	1%	4%
COc1ccccc1-c1oc2ccccc2c1C#CC1(O)CCCCC1	-18	-27%	-2%	nt	-2%	nt	nt
Cc1ccc(-c2cc(C(F)F)n3ncc(C(=O)NN4CCCCC4)c3n2)cc1	29	-9%	-3%	nt	-2%	2%	-4%
CNc1ccccc(-c2ccc3cc4c(cc3n2)OCO4)c1=O	-25	-11%	-30%	-16%	0%	-24%	?
COc1ccc(CN([C@H](C)CO)S(=O)(=O)N(Cc2ccccc2)[C@H](CO)C(C)C)cc1	-10	65%[activator]	-5%	3%	-8%	nt	-1%
CCCCN(C)C(=O)c1sc(=O)n(CC(=O)c2ccccc2OC)c1C	9	nt	4%	nt	-1%	nt	nt
COc1cccc(NC(=O)Nc2ccc(CC(=O)O)cc2)c1	-17	-32%	0%	38%[activator]	-2%	-16%	1%
CCn1cc(C(=O)O)c(=O)c2cc(F)c(N3CCN(C(=S)NC(=O)c4ccc(F)c(F)c4)CC3)cc21	-28	-6%	94%[activator]	0%	-25%	?	4%
COc1ccc(C(=O)Nc2ccc(N3CCCCCC3)cc2)cc1S(=O)(=O)N1CCOCC1	-86*	135%[activator]	?	-13%	-22%	nt	0%
O=C(NNC(=S)NCc1ccc(Cl)cc1)c1cccnc1	13	-14%	84%[activator]	-3%	-19%	-1%	0%
COc1cccc(S(=O)(=O)N(C)C[C@@H]2Oc3ncc(C#CCN(C)C)cc3C(=O)N([C@H](C)CO)C[C@H]2C)c1	-2	nt	6%	nt	-6%	nt	nt
O=C(NCCc1ccccc1)c1ccc(CS(=O)(=O)c2ccc(Cl)cc2)o1	-60*!	2%	0%	8%&-3%	-9%&-1%	7%	5%&10%
O=C(COc1ccccc1)Nc1ccc([N+](=O)[O-])cc1	-6	-13%	19%	-19%	8%	5%	-9%
Cc1ccc(-c2csc(NS(=O)(=O)c3cccc(F)c3)n2)o1	12	-57%	6%	nt	?	nt	nt
C=C1CCC[C@]2(C)C[C@H]3OC(=O)C(CN(C)CC(OC)OC)[C@H]3CC12 (stereo not given in full)	-17	75%[activator]	-24%	-11%	14%	8%	-3%
CC(C)CCNC(=O)CN(CC1CCCO1)C(=O)CCC(=O)Nc1nccs1 (stereo not given)	17	6%	0%	36%	-10%	3%	0%
O=C(C=Cc1ccccc1)NCCNC(=O)C=Cc1ccccc1	-69*	nt	17%	nt	-7%	nt	nt
CCCCCCCCN1C(=O)[C@H](CC(=O)N2CCCCC2)C[C@@]2(C(=O)OC)CCCCC=C12	-1	nt	-2%	nt	-8%	nt	nt
COc1cc(C)ccc1OCC(=O)Nc1nnc(C2CC2)s1	11	-28%	0%	nt	-12%	nt	nt
Cc1cccc(NC(=O)Cn2nc3c4ccccc4n(Cc4ccccc4)cc-3c2=O)c1	?	nt	nt	1%	-6%	nt	1%
COC(=O)c1ccc(NC(=O)Cn2nc(C(=O)Nc3ccc(C)cc3)ccc2=O)cc1	-1&18	-13%	10%	-5%&-4%	0%&0%	1%	2%&-4%
Cc1ccc(C)c(NC(=O)CN2C(=O)NC(C)(c3ccc4c(c3)OCCO4)C2=O)c1 (stereo not given)	-7	-10%	-1%	-17%	-5%	nt	-1%
CC(C)(C)NNC(=S)Nc1cccc(F)c1	13	-3%	35%[activator]	-22%	4%	6%	-1%
CC(C)[C@H](NC(=O)OCc1ccccc1)C(=O)NCc1ccccc1	7	-14%	-9%	-7%	3%	1%	-1%
COc1ccc2c(c1)C(c1ccc(C)o1)=NNC(c1ccccc1)=N2	?	-5%	-11%	nt	1%	-2%	-15%
CCOc1ccc(NC(=O)N(O)C2(C#N)CCCCC2)cc1	-17	nt	33%	nt	-15%	nt	nt
CNC(=O)C1CC(=O)N(c2ccc(OCC(=O)Nc3ccc(F)cc3)cc2)C1 (stereo not given)	?	nt	4%	nt	-13%	nt	nt
Cc1ccc(S(=O)(=O)c2cnc(-c3ccccc3)nc2Oc2ccccc2)cc1	nt	-7%	nt	-34%	nt	-1%	-11%
Cc1ccccc1Cn1c(CN2CCN(c3ccc(F)cc3)CC2)nc2c1c(=O)n(C)c(=O)n2C	nt	36%	nt	4%	nt	3%	-3%
CCOC(=O)C1CCN(C(=O)C2CCC(=O)N(Cc3cccc(C(F)(F)F)c3)C2)CC1 (stereo not given)	107	136%[activator]	-3%	-1%	-2%	3%	3%

One compound at a time, from the list above. Screens in order: HCMV inh | AmpC inh no detg | AMA1 RON2 block | Sm TGR inh | TbPYK inhibitor | LmPK inh | AmpC inh detg
Cc1cccc(NC(=O)Cn2nc3c4ccccc4n(Cc4ccccc4)cc-3c2=O)c1 is listed as ? | nt | nt | 1% | -6% | nt | 1%
Cc1ccccc1Cn1c(CN2CCN(c3ccc(F)cc3)CC2)nc2c1c(=O)n(C)c(=O)n2C is listed as nt | 36% | nt | 4% | nt | 3% | -3%
CNC(=O)C1CC(=O)N(c2ccc(OCC(=O)Nc3ccc(F)cc3)cc2)C1 (stereo not given) is listed as ? | nt | 4% | nt | -13% | nt | nt

Additional results:
SMILES	HCMV inh	AmpC inh no detg	AMA1 RON2 block	Sm TGR inh	TbPYK inhibitor	LmPK inh	AmpC inh detg
O=C(Nc1nc2ccccc2[nH]1)c1ccc(F)c(S(=O)(=O)N2CCOCC2)c1	9	-29%	13%[2.32 µM]	-6%	4%	-8%	-12%
COc1cc(O)c(C(=O)O)c(-c2cc(O)c(O)cc2C)c1	-6	-34%	-14%	0.16µM*	10µM*	?	-2%
CCOc1ccc(S(=O)(=O)N2CCOCC2)cc1NC(=O)CCN1C(=O)NC2(CCCC2)C1=O	-5	nt	2%	nt	-4%	nt	nt
O=C1CCC(=O)N1OCCCOc1ccc2c(c1)CCC2	-10	-1%	0%	-17%	-6%	0%	?
CCN1CCN(S(=O)(=O)c2ccc(C(C)(C)C)cc2)CC1	-1	17%	2%	-1%	-1%	4%	-14%
